# Screening results from PubChem.
# BaF3 parental: parental Ba/F3 viability inhibition as JAK2V617F counter-screen; AID 1486; CellTiter-Glo ATP luminescence; actives 1.1% (n = 220,000); inhibition, % at 5.6 µM;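 active = inhibition above a per-campaign cutoff, the mean inhibition of all tested compounds plus 3 SD, cut at about 27% in these data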;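 also: 0% = DMSO wells and 100% = JAK Inhibitor I control wells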
# Ba/F3 V617F tox: lowers viability of Ba/F3 cells expressing EpoR and JAK2V617F. actives 1.1% (n = 220,000). inhibition, % at 5.6 µM. AID 1446. ATP luminescence;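 active = inhibition above the campaign mean plus 3 SD over all tested compounds, cut at about 24% in these data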;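 also: cytokine-independent growth of Ba/F3 cells driven by EpoR plus mutant JAK2; 0% = DMSO-treated cells and 100% = JAK inhibitor I control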
# S1P4 ag: activates the human S1P4 receptor. activation, % at 4.98 µM. actives 0.35% (n = 220,000). O95977. S1P4-expressing cell line, agonist reporter assay; in the data active = activation above about 11%;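 also: 0% = DMSO vehicle and 100% = reference agonist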
# TRPML3 agonist: activates the human TRPML3 channel | HEK293 TRPML3-YFP, Fluo-8 calcium fluorescence; 100% = the carbachol control signal | activation, % at 3 µM | actives 0.29% (n = 220,000) | AID 1448;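 active = activation above its plate's cutoff, the mean activation of the plate's test wells plus 3 SD, cut at about 12% in these data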;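 also: 0% = DMSO only wells and 100% = carbachol wells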
# Target sequence (Q8TDD5 whole entry, looked up): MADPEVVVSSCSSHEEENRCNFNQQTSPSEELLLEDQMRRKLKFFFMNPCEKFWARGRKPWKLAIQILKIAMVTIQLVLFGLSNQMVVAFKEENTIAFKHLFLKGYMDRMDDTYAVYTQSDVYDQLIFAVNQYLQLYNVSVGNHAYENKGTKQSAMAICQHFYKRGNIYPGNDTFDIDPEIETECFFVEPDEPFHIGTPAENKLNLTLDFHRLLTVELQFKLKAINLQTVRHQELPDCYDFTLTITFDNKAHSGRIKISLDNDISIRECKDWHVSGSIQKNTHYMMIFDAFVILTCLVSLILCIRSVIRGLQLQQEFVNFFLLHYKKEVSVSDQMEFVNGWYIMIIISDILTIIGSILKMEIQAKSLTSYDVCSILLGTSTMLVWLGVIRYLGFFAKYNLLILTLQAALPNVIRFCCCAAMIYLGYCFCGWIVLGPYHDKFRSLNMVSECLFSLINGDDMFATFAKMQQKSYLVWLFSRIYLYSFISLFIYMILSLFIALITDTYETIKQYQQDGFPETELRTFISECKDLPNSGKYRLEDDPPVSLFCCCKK
#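 Test system – HEK293 line with stable expression of human TRPML3-YFP channel · Control set – carbachol 87 µM final as high control (100%), DMSO as low control (0%) · Signal – Fluo-8 calcium dye fluorescence, ex 470-495, em 515-575 nm · Incubation – 1-h 37 °C dye load, 5-s basal, 120-s post-compound reads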
# S1P4 antagonist: human S1P4 receptor antagonism; actives 0.26% (n = 220,000); inhibition, % at 4.98 µM; S1P4-expressing cells, antagonist mode, reporter read-out; O95977; in the data active = inhibition above about 29%;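 also: 0% = wells stimulated with agonist and 100% = vehicle wells without agonist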
# m-calpain inh: calpain II (pig) inhibition. AID 1236. purified calpain II, fluorogenic peptide substrate, 30 min. actives 0.37% (n = 220,000). inhibition, % at 16 µM;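 active = inhibition above about 50%, limit read from the data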
# TRPN1 ag: activates the zebrafish TRPN1 channel; HEK293 zebrafish TRPN1-YFP, Fluo-8 calcium fluorescence; 100% = response to 87 µM carbachol; activation, % at 3 µM; actives 0.18% (n = 220,000);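 active = activation above its plate's cutoff, the mean activation of test wells on that plate plus 3 SD, cut at about 19% in these data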;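 also: 0% = DMSO alone and 100% = 87 µM carbachol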
#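 Assay system: Zebrafish TRPN1-YFP in HEK293 cells | Incubation: Dye loading 1 h at 37 °C, then 30 min room temperature | Measured by: Kinetic Fluo-8 fluorescence, ex 470-495, em 515-575 nm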
# EP2 mod: modulates human prostaglandin E2 receptor EP2 signaling | P43116 | EP2-expressing cells, cAMP HTRF FRET, PGE2 co-stimulation | induction, % at 25 µM | actives 0.83% (n = 260,000) | AID 940;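 active = compounds whose cAMP rise, as percent of the full-agonist control response, exceeds 60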;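 also: rat C6 glioma line stably carrying human EP2 under a CMV promoter; the protocol text gives 20 µM as final concentration; 100% = response of wells given 1 µM PGE2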
# Target sequence (P43116 whole entry, looked up): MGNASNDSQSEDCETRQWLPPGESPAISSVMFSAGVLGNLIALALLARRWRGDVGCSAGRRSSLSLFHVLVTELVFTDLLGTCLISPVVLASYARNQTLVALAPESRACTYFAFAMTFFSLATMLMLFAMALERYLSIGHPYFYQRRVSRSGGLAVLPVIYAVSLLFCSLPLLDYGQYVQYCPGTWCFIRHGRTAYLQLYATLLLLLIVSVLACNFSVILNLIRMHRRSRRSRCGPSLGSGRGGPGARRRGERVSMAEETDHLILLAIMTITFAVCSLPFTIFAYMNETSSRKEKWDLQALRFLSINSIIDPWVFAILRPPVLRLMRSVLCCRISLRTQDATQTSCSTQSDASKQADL
# PERK inh: inhibitors of human PERK kinase; Q9NZJ5; CHO PERK-DD fusion, SEAP luminescence translation reporter; inhibition, % at 5.6 µM; actives 0.17% (n = 220,000); AID 1416;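 active = inhibition above the mean inhibition of all tested compounds plus 3 SD, set separately per screening campaign, cut at about 2.9% in these data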;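 also: PERK kinase domain activated by AP20187 dimerizer at 100 nM; 0% = DMSO with dimerizer and 100% = rapamycin at 8.4 µM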
# Active calls of the source: *; . = not tested or not shown.
cpd	compound	BaF3 parental	Ba/F3 V617F tox	S1P4 ag	TRPML3 agonist	S1P4 antagonist
1	CC1Cc2ccccc2N1C(=O)C1CCCN(S(=O)(=O)c2cccc3cccnc23)C1 (configuration not stated)	7	6	-0.5	0.1	-18
2	Cc1c(C)n(CCC#N)c2ccccc12	9	4	-1.1	-0.1	-5
3	COc1ccc(C(=O)Nc2ccc(O)cc2C(=O)O)cc1	-1	-4	-0.8	-0.9	-15
4	Fc1cccc(Cl)c1CSc1nnc(CN2CCOCC2)n1-c1ccccc1	5	-2	-2.5	0.7	3
5	COc1ccc(/C=N/Nc2cc(C)nc(-n3nc(C)cc3C)n2)cc1	5	1	-0.8	-0.5	-5
6	CCOC(=O)c1ccc(NC(=O)Nc2ccon2)cc1	88*	88*	0.7	1.8	19
7	CCOc1ccc(/C=N/NC(=O)c2csc(C)c2C)c(OCC)c1	9	5	1.2	0.3	11
8	CC(C)Oc1cccc(C(=O)NC(=S)Nc2cccnc2)c1	4	2	-0.6	0.3	0
9	CC1CC(C)CN(S(=O)(=O)c2ccc(C(C)(C)C)cc2)C1 (configuration not stated)	1	0	-1.0	2.0	0
10	Cc1ccc(-n2[nH]c(C)c(CCC#N)c2=O)cc1	6	3	-0.1	-0.1	-7
11	NC(=O)C1(N2CCCCC2)CCN(C(=S)NC2CCCC2)CC1	2	4	-0.5	0.6	6
12	Cc1ccccc1NC(=O)c1ccc(NC(=O)C2CC(=O)OC23CCCCC3)cc1 (configuration not stated)	6	6	-2.2	0.5	-3
13	COc1ccc(C)cc1S(=O)(=O)Nc1ccc(F)cc1	2	-1	0.4	-0.3	-35
14	O=C1CCCc2c1cc(-c1ccccc1)n2-c1ccccc1	3	-2	2.9	-2.3	-5
15	CCOC(=O)c1ccc2ncc(-c3ccccc3)nc2c1	0	-1	-0.4	0.7	3

cpd	m-calpain inh	TRPN1 ag	EP2 mod	PERK inh
1	5	1.6	-12	-0.8
2	16	-0.1	-4	0.2
3	7	-1.5	15	2.0
4	9	-0.7	12	-0.6
5	12	-1.1	-7	-1.7
6	-10	3.8	-3	0.4
7	24	1.6	-79	-0.8
8	20	-0.4	-45	0.2
9	29	-0.2	-8	1.6
10	4	-0.6	6	1.0
11	5	1.9	-10	-0.5
12	18	1.7	-30	0.4
13	0	-0.2	-12	0.2
14	10	-2.8	16	1.0
15	-13	-0.3	40	1.0

# Some values from the list.
# Under PERK inh, entry 12 has 0.4
# Under TRPN1 ag, entry 6 has 3.8

# Quoted at random: two compounds from above
cpd	compound	BaF3 parental	Ba/F3 V617F tox	S1P4 ag	TRPML3 agonist	S1P4 antagonist
10	Cc1ccc(-n2[nH]c(C)c(CCC#N)c2=O)cc1	6	3	-0.1	-0.1	-7
12	Cc1ccccc1NC(=O)c1ccc(NC(=O)C2CC(=O)OC23CCCCC3)cc1 (configuration not stated)	6	6	-2.2	0.5	-3

cpd	m-calpain inh	TRPN1 ag	EP2 mod	PERK inh
10	4	-0.6	6	1.0
12	18	1.7	-30	0.4

# (listing goes on)
cpd	compound	BaF3 parental	Ba/F3 V617F tox	S1P4 ag	TRPML3 agonist	S1P4 antagonist
16	CCOC(=O)CSc1nc(Cc2ccccc2)nc2ccccc12	14	-2	1.9	-0.7	11
17	CCCCn1cnc2sc3c(c2c1=N)CCCC3	6	1	0.5	0.8	-7
18	CCc1n[nH]c2c1C(=O)CC(C)(C)C2	1	-4	-0.9	-0.1	-13
19	Cc1cccc(N=C2NC(=O)/C(=C\c3cccs3)S2)c1	10	3	0.9	0.6	-19
20	COc1cc2ncnc(NCCc3ccccc3)c2cc1OC	10	0	2.4	1.6	21
21	COC(=O)C1=C(O)/C(=C\c2ccc(CNS(=O)(=O)c3ccccc3)o2)N=C1C	9	2	-0.5	0.7	-14
22	Cc1cc(OCC(=O)Nc2ccc(Br)cc2)cc2c1C(=O)CC(C)(C)O2	-2	0	1.4	0.6	-16
23	CC1(c2ccccc2)CC(C)(C)N(C(=O)c2cc([N+](=O)[O-])cc([N+](=O)[O-])c2)c2ccccc21 (configuration not stated)	5	-2	0.3	1.1	-22
24	Cc1[nH][nH]c(=O)c1C(c1cc([N+](=O)[O-])ccc1O)c1c(C)[nH][nH]c1=O	3	4	0.7	0.5	20
25	COc1ccc(OCCOC(=O)c2cccc(-n3cnnn3)c2)cc1	1	-4	-1.0	0.5	-6
26	CC(C)(C)C(=O)/C=C(\N)c1ccncc1	6	0	0.5	0.8	8
27	Cc1ccc(C(=O)C2=C(O)C(=O)N(CCN(C)C)C2c2ccccn2)o1 (configuration not stated)	1	-4	-1.2	0.5	0
28	O=C(CSc1nnc(-c2ccco2)o1)c1ccc(O)cc1O	5	1	0.0	-0.9	-7
29	CN(c1ccccc1)S(=O)(=O)c1cccc(NC(=O)C2CC(=O)N(Cc3ccccc3)C2)c1 (configuration not stated)	-1	-4	0.3	-0.2	-1
30	CCOC(=O)c1ccc(NC(=O)c2ccc(NC(=O)c3ccccc3)cc2)cc1	3	3	0.5	0.8	-8

cpd	m-calpain inh	TRPN1 ag	EP2 mod	PERK inh
16	-5	-3.3	70*	-0.1
17	-28	2.2	-14	-1.2
18	-9	-0.1	12	0.9
19	17	-1.0	-11	-0.5
20	-10	4.1	-73	-0.4
21	-4	0.9	10	0.4
22	23	1.3	-32	-1.2
23	-22	-0.1	31	-0.4
24	29	0.8	28	1.2
25	9	0.8	-34	-0.6
26	15	2.0	3	0.9
27	.	0.1	.	1.9
28	-11	1.6	0	-0.1
29	1	-0.6	2	0.0
30	-135	-0.5	-9	0.6

# Compounds from the list above that contain a cyano group (2):
cpd	compound	BaF3 parental	Ba/F3 V617F tox	S1P4 ag	TRPML3 agonist	S1P4 antagonist
2	Cc1c(C)n(CCC#N)c2ccccc12	9	4	-1.1	-0.1	-5
10	Cc1ccc(-n2[nH]c(C)c(CCC#N)c2=O)cc1	6	3	-0.1	-0.1	-7

cpd	m-calpain inh	TRPN1 ag	EP2 mod	PERK inh
2	16	-0.1	-4	0.2
10	4	-0.6	6	1.0

# EP2 mod: what is marked active above
entry	molecule	S1P4 ag	TRPML3 agonist	S1P4 antagonist	m-calpain inh	EP2 mod	PERK inh
16	CCOC(=O)CSc1nc(Cc2ccccc2)nc2ccccc12	1.9	-0.7	11	-5	70*	-0.1

# Following part.
cpd	compound	BaF3 parental	Ba/F3 V617F tox	S1P4 ag	TRPML3 agonist	S1P4 antagonist
31	CCOC(=O)N1CCN(Cc2nc(C3CC3)no2)CC1	10	8	0.3	1.2	-15
32	COc1ccc(OC)c(/C=N/Nc2cc(C)nc(N3CCOCC3)n2)c1	-5	5	0.2	-1.2	16
33	CC1CCCC(C)N1C(=O)c1ccccc1Nc1ccc(SC(F)F)cc1 (configuration not stated)	2	-2	-2.7	0.4	-15
34	CCC(C)NCC(=O)Nc1ccc(S(N)(=O)=O)cc1 (configuration not stated)	10	-1	-0.4	1.4	3
35	N#Cc1ccccc1COc1ccc(/C=C/C(=O)O)cc1	5	8	0.8	0.6	-20
36	COc1ccc(NC(=O)Cn2cnc3c(cnn3-c3ccc(C)c(C)c3)c2=O)c(OC)c1	2	3	1.6	0.8	-13
37	COc1cc([N+](=O)[O-])ccc1NC(=O)Cc1ccc(C)cc1	10	0	-0.9	-0.2	-5
38	CCn1c(C)cc2c(c1=O)C(c1ccc3c(c1)OCO3)C(C#N)=C(N)O2 (configuration not stated)	6	0	-0.2	0.6	-5
39	CNc1ccc(Br)cc(C(=O)/C=C/c2cccc(Cl)c2Cl)c1=O	9	0	2.3	-0.1	-2
40	CC(=O)Nc1ccc(C(=O)Nc2nc(-c3cccnc3)cs2)cc1	-2	-3	-0.6	0.8	4
41	O=C(NCCc1ccccn1)C(F)(F)C(F)(F)C(F)(F)C(F)(F)C(F)(F)C(F)(F)C(F)(F)C(F)F	3	0	0.3	0.5	-1
42	CCNC(=O)NC(=O)C(C)Sc1nc2ccccc2n1CC(C)C (configuration not stated)	1	-1	-1.9	-1.0	-11
43	COc1ccc(C2CC(c3ccc4ccccc4c3)=NN2C(=O)CN2C(=O)CCC2=O)cc1 (configuration not stated)	4	2	-0.1	0.9	-4
44	CCOC(=O)c1ccc(NC(=O)N2CCN(c3ccccn3)CC2)cc1	1	-2	2.1	0.8	-24
45	COC1(NS(=O)(=O)c2ccc(Br)cc2)C(C)=CC(=O)C=C1C	5	1	-1.2	-0.1	-7

cpd	m-calpain inh	TRPN1 ag	EP2 mod	PERK inh
31	13	0.4	-4	0.4
32	0	-0.8	2	-2.0
33	17	0.8	76*	0.7
34	-28	3.1	24	0.9
35	11	2.2	12	0.5
36	-6	1.1	9	0.6
37	11	0.4	13	1.3
38	-12	1.2	14	1.1
39	-138	-1.1	-39	0.2
40	-22	0.8	-27	1.1
41	-8	-0.2	22	1.0
42	-7	-0.7	14	-0.5
43	-68	1.8	5	0.9
44	-37	1.1	13	-1.1
45	-1	-0.5	-57	1.3

# The results go on.
cpd	compound	BaF3 parental	Ba/F3 V617F tox	S1P4 ag	TRPML3 agonist	S1P4 antagonist
46	Cc1nn(C)c(C)c1S(=O)(=O)N(CC(=O)N1CCc2ccccc2C1)c1ccc(C(C)C)cc1	6	-2	-1.1	0.1	-14
47	Cc1cc2nc(Sc3c([N+](=O)[O-])nc(C)n3Cc3ccccc3)[nH]c2cc1C	11	6	0.7	-0.5	12
48	Cc1ccc2nc(NC(=S)NC(=O)c3ccco3)sc2c1	4	5	0.4	-0.1	-7
49	Oc1ccc(-c2cn3ccccc3n2)cc1	-2	2	0.7	0.5	-6
50	Cc1ccc(C(C[N+](=O)[O-])c2c(C)[nH]n(-c3ccccc3)c2=O)cc1 (configuration not stated)	6	-2	1.5	0.5	-11
51	Cc1cc(C)nc(SCC(=O)Nc2ccc(S(=O)(=O)NCCO)cc2)n1	3	-1	-2.2	0.9	5
52	O=C1CC(C(=O)Nc2ccc(Cl)c(Cl)c2)S/C(=N\N=C\c2ccco2)N1 (configuration not stated)	-1	-1	1.3	0.6	-2
53	COc1ccc(C(=O)COC(=O)COc2ccc(C)c(C)c2)cc1	9	0	0.3	0.6	3
54	CC(C)N1CN(c2ccccc2)C(=S)N(c2ccccc2)C1	-3	0	0.7	0.8	-12
55	O=C1NC(=O)/C(=C\c2ccccc2OCc2ccc([N+](=O)[O-])cc2)N1	5	1	1.5	-0.2	-8
56	COc1ccc(-c2nnc3n2N=C(C)CS3)cc1OC	6	2	-1.7	0.5	5
57	C[C@]12CC[C@@H]3c4cc(O)c(O)cc4CC[C@H]3[C@@H]1CC[C@@H]2O	-7	-5	0.7	1.5	13
58	Cc1ccccc1N1C(=O)CC(N2CCC(C(N)=O)CC2)C1=O (configuration not stated)	8	7	0.1	0.4	19
59	O=C(CN1CCN(Cc2ccccc2)C1=O)NCc1cccs1	6	-3	-2.2	-0.6	-19
60	Cc1ccc(C(=O)NCCNc2ccc([N+](=O)[O-])cc2C(F)(F)F)cc1	7	1	1.2	0.0	2

cpd	m-calpain inh	TRPN1 ag	EP2 mod	PERK inh
46	-20	0.4	13	0.5
47	16	-1.1	5	-1.0
48	19	-0.2	-6	0.5
49	-57	1.0	-1	0.1
50	3	-0.6	21	1.3
51	-7	0.6	13	1.0
52	-4	1.2	-39	-0.4
53	-1	1.5	41	1.2
54	8	0.6	-29	1.7
55	7	-2.3	-40	-0.9
56	19	1.6	-9	0.8
57	32	2.7	-19	1.1
58	-10	-0.9	7	0.7
59	-13	1.0	9	0.9
60	3	-0.9	-80	0.6
